SIRT5 inh: SIRT5 desuccinylase inhibitors, primary screen, biochemical, fluorescence imaging, single point, set 5; Purified SirT5, succinyl-peptide AMC, trypsin-coupled fluorescence; inhibition, % at 15 µM; hit rate 1.1% among 330,000; AID 652115, 2013; in the data active = inhibition above about 15%; inconclusive = no clear call, values can overlap the other calls
Target sequence (Q9NXA8 whole entry, looked up): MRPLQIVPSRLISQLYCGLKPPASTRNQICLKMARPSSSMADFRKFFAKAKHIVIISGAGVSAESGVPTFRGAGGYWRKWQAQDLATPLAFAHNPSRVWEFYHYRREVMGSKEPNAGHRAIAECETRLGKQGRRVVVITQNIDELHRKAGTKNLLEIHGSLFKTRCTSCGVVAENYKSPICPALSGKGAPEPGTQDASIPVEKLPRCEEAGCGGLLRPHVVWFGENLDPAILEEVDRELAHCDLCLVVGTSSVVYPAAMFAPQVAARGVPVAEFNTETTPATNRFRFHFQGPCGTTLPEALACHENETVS
ERp5 block: inhibitors of ERp5-driven insulin aggregation, primary screen, biochemical, turbidity, absorbance 650 nm, single point; Protein disulfide-isomerase A6 (Homo sapiens), Q15084; 90 min; inhibition, % at 9.99 µM; hit rate 0.05% among 350,000; AID 651711, 2012;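 active = mean replicate inhibition above about 25%, with every replicate also reaching it, limit read from the data, passing the limit was not always enough; inconclusive = only one of those two criteria met; inactive = neither criterion met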
DENV2 CPE: inhibitors of DENV2 cytopathic effect, primary screen, cell-based, plate reader, single concentration; CPE inhibition, % at 9.99 µM; DENV2-infected cells, cytopathic effect rescue; hit rate 1.7% among 350,000; in the data active = CPE inhibition above about 20%, passing the limit was not always enough; inconclusive = no clear call, values can overlap the other calls; tested in BHK-21 cells;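 also: 0% = median of neutral control wells and 100% = median of positive control wells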
PglD DTNB: C. jejuni PglD acetyltransferase inhibitors, primary screen, biochemical, DTNB colorimetric, single point; UDP-N-acetylbacillosamine N-acetyltransferase PglD (Campylobacter jejuni); purified PglD enzyme, DTNB colorimetric CoA detection; inhibition, % at 12.5 µM; hit rate 0.098% among 360,000; AID 602405, 2012; in the data active = inhibition above about 16%, passing the limit was not always enough; inconclusive = no clear call, values can overlap the other calls; also: strong numbers were not always called active
E-sel inducer: E-selectin induction in HUVECs, primary screen, imaging, HUVEC, immunofluorescence imaging, single point; activation, % at 7.58 µM; hit rate 0.37% among 260,000; normalized: neutral wells 0, TNF-alpha wells 100;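 active = mean E-selectin-positive cell signal at least 10% of the positive control, reached in at least 60% of replicates, without over 20% cell loss; inconclusive = no rule given, readout overlaps actives, possibly toxicity-flagged; inactive = the rest, including those meeting only one limit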;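 also: in these data hits start at about 27%; measured in HUVEC primary endothelial cells; signal is the percent of cells scored E-selectin positive by PE staining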
Target sequence (P16581 whole entry, looked up): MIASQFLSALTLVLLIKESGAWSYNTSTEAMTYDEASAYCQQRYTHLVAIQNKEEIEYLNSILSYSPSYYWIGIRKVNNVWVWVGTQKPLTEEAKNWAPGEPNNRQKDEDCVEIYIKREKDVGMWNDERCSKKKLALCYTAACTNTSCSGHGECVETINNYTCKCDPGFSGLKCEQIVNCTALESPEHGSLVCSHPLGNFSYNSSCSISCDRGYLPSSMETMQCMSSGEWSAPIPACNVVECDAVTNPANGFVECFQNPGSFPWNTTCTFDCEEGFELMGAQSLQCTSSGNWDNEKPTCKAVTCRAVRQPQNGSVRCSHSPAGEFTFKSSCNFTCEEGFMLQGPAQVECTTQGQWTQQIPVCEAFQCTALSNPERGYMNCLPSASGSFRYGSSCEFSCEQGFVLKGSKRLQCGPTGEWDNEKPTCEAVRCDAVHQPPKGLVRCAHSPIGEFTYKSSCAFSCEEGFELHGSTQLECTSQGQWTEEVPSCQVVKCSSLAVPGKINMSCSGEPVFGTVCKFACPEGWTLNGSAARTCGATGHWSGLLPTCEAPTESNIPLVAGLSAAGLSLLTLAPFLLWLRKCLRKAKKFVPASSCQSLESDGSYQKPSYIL
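Test system – human umbilical vein endothelial cells (HUVEC), E-selectin induction · Input – 3,000 HUVEC seeded per well · Buffer or medium – EGM-2, gelatin · Compound dosing – single-point compound dose · Detection – immunofluorescence imaging · Measure – percent E-selectin-positive cells · Controls – TNF-alpha high, DMSO low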
S100A4 inh HTS: inhibitors of S100A4-myosin IIA peptide binding, primary screen, biochemical, fluorescence polarization, TAMRA-MyoIIA peptide. hit rate 0.14% among 360,000. Protein S100-A4 (Homo sapiens), P26447. inhibition, % at 10.7 µM;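 active = mean inhibition of at least 70% across replicates, with every replicate also reaching that level; inconclusive = mean inhibition reaches 70% but some replicates fall short; inactive = mean inhibition below 70%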
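assay system = human S100A4 monomer with TAMRA-labelled myosin IIA peptide | also added = labelled myosin peptide probe, 5 nM | incubation = 5 min between mix addition and reading | control set = DMSO and TFP controls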
C2C12 statin: suppressors of statin myotoxicity in C2C12 myotubes, primary screen, cell-based, single point, plate reader. C2C12 myotubes + simvastatin, ATP luminescence, 48 h; scaled: DMSO 0, geranylgeraniol control 100. hit rate 0.78% among 330,000. rescue of ATP level, % at 7.49 µM;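 active = mean ATP rescue above about 67%, or every replicate alone reaching that limit, limit read from the data, passing the limit was not always enough; inconclusive = no clear call, values can overlap the other calls; inactive = mean under the limit and some replicate under it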;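 also: myotubes were challenged with 10 µM simvastatin during compound exposure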
Active calls of the source: *; ? = inconclusive; . = not tested or not shown; & = joins results of further samples. Not all compounds are listed; rates above refer to the full screens.

SMILES | SIRT5 inh | ERp5 block | DENV2 CPE | PglD DTNB | E-sel inducer | S100A4 inh HTS | C2C12 statin
Oc1ccc2c(c1)OCC1(O)Cc3cc(O)c(O)cc3C21 (stereo not drawn) | 2 | 4 | -7 | -1 | . | -1 | -8
Cc1ccc(N(CC2=NCCN2)c2cccc(O)c2)cc1 | 0&-2&-2 | 4&-3&8 | 2&1&5 | -2&4&-5 | 0.5&-0.1&1.4 | -2&5&-3&-4 | 23&10&5
Cc1ccc(=O)n(-c2ccccc2)c1 | 2 | 2 | -5 | 2 | -0.1 | 0 | 0
COc1cc(-c2oc3cc(O)cc(O)c3c(=O)c2O[C@@H]2O[C@H](COC3O[C@@H](C)[C@H](O)[C@@H](O)[C@H]3O)[C@@H](O)[C@H](O)[C@H]2O)ccc1O (stereo partly drawn) | . | -2 | . | -2 | 0.1 | 1 | -7
COC(=O)C1=CO[C@@H](O[C@@H]2O[C@H](CO)[C@@H](O)[C@H](O)[C@H]2O)C2C1C[C@H](O)[C@@H]2C (stereo partly drawn) | . | -1 | . | -2 | -0.5 | -4 | -4
Cc1c(C(=O)O)c(O)cc2c1C(=O)c1c(O)c([C@@H]3O[C@H](CO)[C@@H](O)[C@H](O)[C@H]3O)c(O)c(O)c1C2=O | . | 0 | ? | -3 | 0.7 | 5 | -11
NOCC(=O)O | -1 | -3 | -9 | -3 | -0.3 | 3 | 2
COc1ccc(C2CNC(=O)C2)cc1OC1CCCC1 (stereo not drawn) | -10 | 5 | 18 | 8 | -0.3 | -1 | 5
CC(=O)Nc1ccc(CC(=O)O)cc1 | -3 | 1 | 0 | -3 | -0.1 | -5 | -3
CCc1ccc(CCOc2ccc(CC3SC(=O)NC3=O)cc2)nc1 (stereo not drawn) | -12 | 1 | -3 | 3 | -0.3 | -1 | -8
NC1CCN(c2nc3c(cc2F)c(=O)c(C(=O)O)cn3-c2ccc(F)cc2F)C1 (stereo not drawn) | -1 | 2 | 16 | -1 | -0.1 | -2 | -11
CC12CCC(=O)C=C1CCC1C2CCC2(C)C1CCC2(O)C(=O)CO (stereo not drawn) | -1 | 2 | -1 | 2 | -0.3 | 1 | 8
O=C(O)CCC(=O)c1ccc(-c2ccccc2)cc1 | -4 | 0 | -2 | 2 | -0.1 | 2 | 4
N#Cc1ccc(C(c2ccc(C#N)cc2)n2cncn2)cc1 | -4 | 0 | -2 | 1 | -0.3 | 5 | 2
CC(=O)CCCCn1c(=O)c2c(ncn2C)n(C)c1=O | -3 | 1 | 2 | 2&-6 | -0.1 | -3&-5 | -7
CC1(C)O[C@H]2CC(=O)OC[C@@]23C1CC(=O)[C@]1(C)C3CC[C@@]2(C)[C@H](c3ccoc3)OC(=O)[C@H]3O[C@]321 (stereo partly drawn) | -2 | -5 | -14 | 1 | . | 0 | 8
CC1(C)C2CC[C@]3(C)[C@H](C(=O)C=C4[C@@H]5C[C@@](C)(C(=O)O)CC[C@]5(C)CC[C@]43C)[C@@]2(C)CC[C@@H]1O[C@H]1O[C@H](C(=O)O)[C@@H](O)[C@H](O)[C@H]1O[C@@H]1O[C@H](C(=O)O)[C@@H](O)[C@H](O)[C@H]1O (stereo partly drawn) | 2 | 3 | -3 | -3 | -0.2 | 1 | -2
Oc1ccc(C2CNCCc3c2cc(O)c(O)c3Cl)cc1 (stereo not drawn) | -3&-1 | 2&-3 | -6&-3 | 0&0 | 1.7&0.4 | 3&-5 | 2&1
CCOC(=O)[C@H](CCc1ccccc1)N[C@@H](C)C(=O)N1Cc2ccccc2C[C@H]1C(=O)O | 5 | -1 | 6 | 0 | -0.3 | 12 | 3
Oc1cc2c(cc1O)[C@H]1c3ccc(O)c(O)c3OC[C@@]1(O)C2 | -3 | -5 | ? | -2 | . | -5 | 41
CN(C)CCC[C@]1(c2ccc(F)cc2)OCc2cc(C#N)ccc21 | 2 | 5 | 9 | -1 | 1.4 | 1 | -2
C1COC(NC(C2CC2)C2CC2)=N1 | 0 | -3 | -1 | 3 | 1.9 | -10 | 7
O=C(O)c1cccnc1Nc1cccc(C(F)(F)F)c1 | 1 | 3 | -4 | 7 | 0.1 | -7 | 7
CN1CCCN=C1COC(=O)C(O)(c1ccccc1)C1CCCCC1 (stereo not drawn) | 7 | 2 | 6 | -1 | -0.2 | -4 | -2
CCCCCC(=O)O[C@]1(C(C)=O)CC[C@H]2[C@@H]3CCC4=CC(=O)CC[C@]4(C)[C@H]3CC[C@@]21C | 0 | 8 | 0 | -5 | 0.6 | 1&1 | -3
CCCCNc1ccc(C(=O)OCCN(C)C)cc1 | 1 | 1 | ? | 1 | 0.6 | -4 | 1
CCN(CC)CCOC(=O)c1ccc(N)cc1 | 0 | 1 | ? | 5 | 0.2 | -1 | -2
COc1ccccc1N1CCN(CCCN=C2CC(=O)N(C)C(=O)N2C)CC1 | 0 | -2 | 0 | -2 | -0.2 | -1 | 1
C[N+]1(C)CCC(=C(c2ccccc2)c2ccccc2)CC1 | 3 | -3 | 13 | -3 | 1.8 | 7 | 1
COc1ccc(-c2cc(=O)c3c(O)cc(OC4OC(COC5OC(C)C(O)C(O)C5O)C(O)C(O)C4O)cc3o2)cc1O (stereo not drawn) | 0 | 4 | -1 | 0 | . | 0 | 5
CC1Cc2ccccc2N1NC(=O)c1ccc(Cl)c(S(N)(=O)=O)c1 (stereo not drawn) | -1 | 7 | -6 | 0 | 0.0 | -13 | 2
N[C@@H](Cc1c[nH]c2ccc(O)cc12)C(=O)O | 0 | -10 | 3 | -3 | -0.1 | 0 | -1
C=CC1CN2CCC1CC2C(O)c1ccnc2ccc(OC)cc12 (stereo not drawn) | -2 | 9 | 8 | 4 | . | -23 | -3
C/C=C/C(=O)N(CC)c1ccccc1C | -2 | -3 | 4 | 4 | -0.2 | 1 | 3
CCCCNc1ccc(C(=O)OCCOCCOCCOCCOCCOCCOCCOCCOCCOC)cc1 | 0 | -5 | 1 | -2 | -0.2 | 2 | 14
COc1ccc(-c2cc(=O)c3c(O)cc(O[C@@H]4O[C@H](CO[C@@H]5O[C@@H](C)[C@H](O)[C@@H](O)[C@H]5O)[C@@H](O)[C@H](O)[C@H]4O)cc3o2)cc1O | 1 | 3 | -4 | 2 | 1.6 | -5 | 6
Nc1nc(O)c(N=Nc2ccc(S(N)(=O)=O)cc2)c(=O)[nH]1 | 3 | 2 | 1 | . | 1.1 | 7 | .
C/C=C(/C)C(=O)OC(C)(C)[C@@H]1Cc2c(ccc3ccc(=O)oc23)O1 | -26 | 7 | . | 5 | 0.1 | -6 | -2
CN(C)CCCC1(c2ccc(F)cc2)OCc2cc(C#N)ccc21 (stereo not drawn) | -1 | -8 | 2 | -1 | 3.0 | -1 | -5
CCC(=O)N1CCN(c2ccc(-n3c(=O)ccc4cnc5ccc(-c6cnc7ccccc7c6)cc5c43)cc2C(F)(F)F)CC1 | . | -6 | 2 | . | 0.8 | -15 | .
CC(C)=CCOc1c2ccoc2cc2oc(=O)ccc12 | 0 | 10 | 125* | 2 | . | -4 | -13
CNCCCN1c2ccccc2CCc2ccccc21 | -5 | 4 | -7 | -1&-8 | 0.1 | -4&7 | -1

Sorted by molecular weight (lowest first): part of the list above
SMILES | SIRT5 inh | ERp5 block | DENV2 CPE | PglD DTNB | E-sel inducer | S100A4 inh HTS | C2C12 statin
C/C=C/C(=O)N(CC)c1ccccc1C | -2 | -3 | 4 | 4 | -0.2 | 1 | 3
N[C@@H](Cc1c[nH]c2ccc(O)cc12)C(=O)O | 0 | -10 | 3 | -3 | -0.1 | 0 | -1
CNCCCN1c2ccccc2CCc2ccccc21 | -5 | 4 | -7 | -1&-8 | 0.1 | -4&7 | -1
CC(C)=CCOc1c2ccoc2cc2oc(=O)ccc12 | 0 | 10 | 125* | 2 | . | -4 | -13
C=CC1CN2CCC1CC2C(O)c1ccnc2ccc(OC)cc12 (stereo not drawn) | -2 | 9 | 8 | 4 | . | -23 | -3
C/C=C(/C)C(=O)OC(C)(C)[C@@H]1Cc2c(ccc3ccc(=O)oc23)O1 | -26 | 7 | . | 5 | 0.1 | -6 | -2
CC1Cc2ccccc2N1NC(=O)c1ccc(Cl)c(S(N)(=O)=O)c1 (stereo not drawn) | -1 | 7 | -6 | 0 | 0.0 | -13 | 2
CCCCNc1ccc(C(=O)OCCOCCOCCOCCOCCOCCOCCOCCOCCOC)cc1 | 0 | -5 | 1 | -2 | -0.2 | 2 | 14
CCC(=O)N1CCN(c2ccc(-n3c(=O)ccc4cnc5ccc(-c6cnc7ccccc7c6)cc5c43)cc2C(F)(F)F)CC1 | . | -6 | 2 | . | 0.8 | -15 | .
COc1ccc(-c2cc(=O)c3c(O)cc(OC4OC(COC5OC(C)C(O)C(O)C5O)C(O)C(O)C4O)cc3o2)cc1O (stereo not drawn) | 0 | 4 | -1 | 0 | . | 0 | 5

Compound activity from PubChem.
